# Assay outcomes from PubChem.
# SIRT5 block = sirtuin-5 (human) deacylase inhibition; Q9NXA8; Purified SirT5, succinyl-peptide AMC, trypsin-coupled fluorescence; inhibition, % at 15 µM; actives 1.1% (n = 330,000); in the data active = inhibition above about 15%; inconclusive = no clear call, values can overlap the other calls
# Target sequence (Q9NXA8 whole entry, looked up): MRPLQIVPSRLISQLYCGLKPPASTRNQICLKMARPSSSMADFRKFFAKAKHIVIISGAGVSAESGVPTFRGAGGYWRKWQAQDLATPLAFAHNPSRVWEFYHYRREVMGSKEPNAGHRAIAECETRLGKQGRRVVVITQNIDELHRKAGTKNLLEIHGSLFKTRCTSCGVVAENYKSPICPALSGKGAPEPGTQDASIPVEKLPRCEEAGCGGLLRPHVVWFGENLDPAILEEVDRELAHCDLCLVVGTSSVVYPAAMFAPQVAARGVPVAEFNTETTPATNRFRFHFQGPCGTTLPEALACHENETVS
# PAX8 reporter = PAX8 transcriptional activity inhibition. AID 652154. RMG-I TPO-luciferase reporter, SteadyGlo, 24 h. inhibition, % at 12.6 µM. actives 1.2% (n = 360,000);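 active = mean replicate inhibition at least 60% with every replicate also reaching 60%; inconclusive = only one of the two criteria is met; inactive = mean below 60% and not all replicates reaching 60%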;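 also: luciferase light reporting Pax8 driven TPO promoter activity; plate controls were median of neutral control wells for no effect and mitoxantrone controls for full effect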
# LGR2 inh = Drosophila LGR2 receptor signaling inhibition; HEK293 LGR2, CRE-luciferase, bursicon-stimulated, 4 h; inhibition, % at 9.99 µM; actives 0.35% (n = 380,000);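 active = drop in luminescence signal, shown as inhibition above about 50% in the replicate tests, limit read from the data, passing the limit was not always enough; inconclusive = probably only some replicates passing the limit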;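 also: agonist challenge used bursicon conditioned medium at about half maximal strength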
# CASP6 VEID inh = blocks human caspase-6 cleavage activity | purified caspase-6, Z-VEID-R110 cleavage fluorescence | AID 686996 | actives 0.53% (n = 350,000) | inhibition, % at 12.5 µM | P55212;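 active = mean inhibition across replicates at least about 35%, with every replicate also reaching that limit, limit read from the data; inconclusive = only one of the two criteria met; inactive = neither criterion met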;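 also: 0% = median of neutral control wells and 100% = no fluorescence left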
# Target sequence (P55212 24-179 limits assumed): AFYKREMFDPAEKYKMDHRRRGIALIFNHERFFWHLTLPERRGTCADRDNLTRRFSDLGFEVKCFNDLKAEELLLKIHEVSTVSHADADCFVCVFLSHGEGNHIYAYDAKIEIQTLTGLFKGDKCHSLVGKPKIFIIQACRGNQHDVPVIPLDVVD
# Target sequence (P55212 194-293 limits assumed): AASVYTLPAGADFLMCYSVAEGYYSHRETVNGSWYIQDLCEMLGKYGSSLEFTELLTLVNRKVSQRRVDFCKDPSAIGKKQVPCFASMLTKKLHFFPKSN
# EWS-Fli inh = blocks EWS/Fli oncoprotein-driven transcription; AID 651661; A673 NR0B1-luciferase reporter, viability-normalised; actives 0.67% (n = 350,000); inhibition, % at 12.6 µM;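 active = mean inhibition of at least 50% after viability correction, with every replicate also passing that limit; inconclusive = mean reaches 50% but only one of two replicates passes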;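 also: firefly luciferase signal divided by Alamar Blue viability fluorescence both relative to DMSO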
# DENV2 CPE rescue = DENV2-induced cell death inhibition. actives 1.7% (n = 350,000). AID 651640. DENV2-infected cells, cytopathic effect rescue, plate reader. CPE inhibition, % at 9.99 µM; in the data active = CPE inhibition above about 20%, passing the limit was not always enough; inconclusive = no clear call, values can overlap the other calls; tested in BHK-21 cells;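 also: 0% = median of neutral control wells and 100% = median of positive control wells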
# ARNT TACC3 PPI = disruptors of human ARNT/TACC3 interaction; actives 0.66% (n = 390,000); inhibition, % at 9.99 µM; Q9Y6A5; AlphaScreen His-ARNT PAS-B/GST-TACC3 binding, luminescence; TACC3 fragment carries E629A point mutation; AID 623870;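 active = mean inhibition of replicates at least 50% and at least half of replicates each reaching 50%; inconclusive = half or more replicates reach 50% but mean below 50%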;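 also: 0% = complete ARNT plus TACC3 wells and 100% = ARNT alone without TACC3; many hits fall short of the cut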
# * = called active by the depositor; ? = inconclusive; / = not tested or not shown; & = joins results of further samples.
SMILES,SIRT5 block,PAX8 reporter,LGR2 inh,CASP6 VEID inh,EWS-Fli inh,DENV2 CPE rescue,ARNT TACC3 PPI
C[C@@H]1CCCCO[C@@H](CN(C)C(=O)Cc2ccccc2)[C@@H](C)CN([C@@H](C)CO)C(=O)c2cc(NS(=O)(=O)c3cn(C)cn3)ccc2O1,-3,-1,-29,0,-10,-3,-5
COc1ccc(N2CCN(C(=O)CN(C)S(=O)(=O)c3ccc4c(c3)c(=O)n(C)c(=O)n4C)CC2)cc1,-5,-4,7,0,2,1,0
O=C(NC1CCCCC1)c1cccnc1Sc1ccccc1,-1,-24,-26,-1,1,12,-8
Cc1ccc(-c2csc(NC(=O)C[n+]3cc(-c4ccc(C)cc4)n4c3CCC4)n2)cc1,-2,2,7,19,0,-2,/
CN1C(=O)c2cc(NC(=O)c3ccc(F)cc3)ccc2OC[C@H]2O[C@@H](CC(=O)NCC3CCCCC3)CC[C@@H]21,2,0,-1,2,1,?,-8
O=C(CN1C(=O)NC(Cc2c[nH]c3ccccc23)C1=O)Nc1cccc(S(=O)(=O)N2CCOCC2)c1 (stereo not given),0,-12,1,-4,2,9,-2
Cc1ccccc1OCC(=O)Nc1ccc2c(c1)n(C)c(=O)n2C,-3,-15,13,-4,4,11,-2
COc1ccc(C(=O)Nc2ccc(S(=O)(=O)Nc3cnc4ccccc4n3)cc2)cc1,-1,8,8,2,6,1,-3
CC(=O)N(C)c1ccc(NC(=O)Cc2cccc3ccccc23)cc1,1,-43,3,2,3,-2,-5
C[C@@H](NC(=O)c1nc[nH]c1C(=O)NC1CCN(C(=O)OC(C)(C)C)CC1)c1ccccc1,/,-14,-1,10,-10,/,7
CS(=O)(=O)c1ccccc1C(=O)Nc1cccc2ncccc12,2,-2,-18,2,5,-6,0
CCOC(=O)c1ccc(-n2c(CCC(=O)O)ccc2-c2ccccc2)cc1,0,-5,13,8,3,-7,0
CCNC(=O)C[C@H]1CC[C@H]2[C@@H](COC[C@@H](O)CN2C(=O)c2cccnc2)O1,-4,-19,3,-3,-3,-10,9
COc1ccccc1CN1C[C@@H]2C[C@@H](c3[nH]c4ccc(C)cc4c3C)N3CCC[C@@]23C1=O,-1,28,/,2,4,-2,-3
CO[C@@H]1CC[C@@H]2CCN(C)C(=O)[C@@H](C)[C@H](OC)CN(C)C(=O)c3cccc(C#N)c3OC[C@@H]1O2,1,0,45,-11,0,5,-4
CN(C)c1ccc(/C=N/NC(=O)c2ccnn2C)cc1,-8,-173,-47,1,-44,-3,9
O=C(O)C1Oc2cc3ccccc3cc2O1,-1,11,14,55*,16,0,-15
N#CCN1CCCC(C(N)=O)C1 (stereo not given),2,-10,-19,/,-8,3,-5
COCOCCn1cc(CN2CCS(=O)(=O)N(Cc3ccc(-c4cccc(CO)c4)cc3)C(CC(C)C)C2=O)nn1 (stereo not given),-3,-4,9,-6,-1,17,/
C=CSc1sc(Cl)c(N(CC)CC)c1[N+](=O)[O-],-1,14,-3,12,8,/,5
COc1ccc(C(CNC(=O)c2cc3ccccc3o2)N2CCCCC2)cc1 (stereo not given),-4,-18,-5,-7,6,-4,8
CCN(CC)CCn1c(N)cc(=O)[nH]c1=O,-1,-9,-14,-9,11,2,/
O=C(Nc1ccccc1F)N1CC(=O)N2[C@@H](CO)[C@H](c3ccc(C#Cc4ccccc4)cc3)[C@@H]2C1,3,4,18,-1,-7,1,/
COc1ccc(-c2cn3c(C)c(C(=O)N4CCN(c5ccccc5F)CC4)sc3n2)cc1,-1,/,15,0,14,-6,7
COc1ccccc1NC(=O)N[C@H]1CC[C@H](CCn2cc(-c3ccccc3)nn2)O[C@@H]1CO,-1,-6,17,1,-1,-2,-1

# Rewritten with values under each structure: entries from further up.
# Values run as follows: SIRT5 block, PAX8 reporter, LGR2 inh, CASP6 VEID inh, EWS-Fli inh, DENV2 CPE rescue, ARNT TACC3 PPI
- COc1ccc(N2CCN(C(=O)CN(C)S(=O)(=O)c3ccc4c(c3)c(=O)n(C)c(=O)n4C)CC2)cc1
  -5, -4, 7, 0, 2, 1, 0
- CCOC(=O)c1ccc(-n2c(CCC(=O)O)ccc2-c2ccccc2)cc1
  0, -5, 13, 8, 3, -7, 0

# Further compounds
SMILES,SIRT5 block,PAX8 reporter,LGR2 inh,CASP6 VEID inh,EWS-Fli inh,DENV2 CPE rescue,ARNT TACC3 PPI
C[C@@H]1CN([C@H](C)CO)S(=O)(=O)c2ccc(/C=C/c3ccccc3)cc2O[C@@H]1CN(C)Cc1ccccc1,23*,31,34,2,5,-5,2
COc1ccc(CC(=O)N(C)CC(=O)Nc2ccccc2Cl)cc1S(=O)(=O)N1CCOCC1,2,-9,5,-214,-10,7,-36
Cc1nc(NS(=O)(=O)c2ccccc2)sc1C(C)(C)C,/,-10,6,/,/,/,-5
ClC(Cl)(Cl)c1nc2ccccc2n2nncc12,-2,86*,-2,0,48,-4,-3
Oc1ccc(N2CCN(c3ccnc4cc(Cl)ccc34)CC2)cc1,-7,28,6,1,15,0,/
CC(C)(C)C(=O)Nc1ccc(C(=O)OC2CCCCC2)cc1,/,/,-20,-1,/,/,-7
O=C(COC(=O)c1ccc(CNS(=O)(=O)c2ccc(F)c(Cl)c2)cc1)NC1CCCCCCC1,/,-1,-4,/,/,/,-3
C=CCN1[C@@H](C)[C@H](c2ccccc2)Oc2cccc(N3CCCC(C)C3)c2S1(=O)=O (stereo not given in full),-2,17,4,-3,7,2,/
O=C(COC(=O)c1ccc(F)c(S(=O)(=O)N2CCOCC2)c1)Nc1ccc2[nH]c(=O)[nH]c2c1,-4,-4,5,1,-5,-4,-3
COc1ccc(C(=O)CN2CCN(CCN3C(=O)c4cccc5cccc(c45)C3=O)CC2)cc1,-8,-4,-9,0,-23,3,-1
CN(C)C1CN(Cc2cn(Cc3ccc(F)cc3)nn2)S(=O)(=O)C1 (stereo not given),-3,-11,-3,-1,-1,-5,/
COC(=O)C(NC(=O)CSc1nc(N)cc(=O)[nH]1)c1ccccc1 (stereo not given),0,12,/,-2,9,-1,-8
NS(=O)(=O)c1ccc(N/N=C/c2ccccc2Br)cc1,1,-40,-17,1,-25,5,3
COC(=O)C1=C[C@@H](C(=O)OC)[C@@H]2C3=C(C(=O)[C@@]2(C)NC(=O)c2ccccc2)[C@H](c2ccccc2)[C@@H]2C(=O)NC(=O)[C@@H]2[C@@H]3C1,/,13,22,2,-8,-7,/
COCC#Cc1cnc2c(c1)C(=O)N([C@H](C)CO)C[C@H](C)[C@@H](CN(C)Cc1ccccc1)O2,2,/,-3,1,6,4,-2
CO[C@H]1CN(C)C(=O)c2ccc(NC(=O)C3CC3)cc2OC[C@@H](C)N(CC2CCCC2)C[C@@H]1C,3,1,8,0,15,3,/
CC[C@@H](CC1CCCCC1)C(=O)N(Cc1ccccc1)c1ccccc1,/,14,-2,-4,40,/,-8
C[C@H](NC(=O)C1(c2ccccc2)CCN(C(=O)OC(C)(C)C)CC1)C(=O)N[C@@H](C(=O)O)c1ccccc1,/,/,/,-4,1,14,-2
CC(=O)N(C)C[C@H]1Oc2ncc(-c3cccc(F)c3)cc2C(=O)N([C@H](C)CO)C[C@H]1C,-3,/,14,0,-5,4,-3
CN(c1cccnc1)c1ccc(NC(=O)Cc2cn(Cc3ccccc3)c3ccccc23)cc1Br,/,-1,-12,-1,4,2,/
COC(=O)[C@H]1[C@H]2C[C@@H]3c4[nH]c5cc(OC)ccc5c4CCN3C[C@H]2C[C@@H](OC(=O)/C=C/c2cc(OC)c(OC)c(OC)c2)[C@@H]1OC,2,17,9,2,14,-10,1
CC(=O)Oc1ccc(/C=C2/Oc3ccccc3C2=O)cc1,-3,0,-46,-5,-7,1,-7
CCOc1ccccc1N/C(=C(/C(Cl)=C(Cl)Cl)[N+](=O)[O-])n1cncn1,-6,/,4,-2,-5,/,25
CCOC(=O)N1CCC(N2CCCC(C(=O)c3cc(F)ccc3OC)C2)CC1 (stereo not given),-6,29,-7,-1,3,-2,-1
O=C(COC(=O)c1cc(S(=O)(=O)N2CCOCC2)ccc1F)NCc1ccc2c(c1)OCO2,-6,14,21,3,24,1,1
SMILES,SIRT5 block,PAX8 reporter,LGR2 inh,CASP6 VEID inh,EWS-Fli inh,DENV2 CPE rescue,ARNT TACC3 PPI
C[C@@H]1CN([C@@H](C)CO)S(=O)(=O)c2ccc(Br)cc2O[C@H]1CN(C)S(=O)(=O)c1ccc(F)cc1,-1,-7,11,1,-10,-8,-12
COc1ccc(C)cc1NC(=O)NCc1ccccc1F,-1,2,-33,-2,5,4,-1
CC1=NN(CCc2ccccn2)C(=O)CC1,2,-12,3,0,1,-3,0
CC(C)CN(C(=O)CSc1ccc2c(c1)OCCO2)c1c(N)n(CC(C)C)c(=O)[nH]c1=O,0,-13,-1,-3,-1,1,3
CC(=O)Nc1ccc(-c2cc(C(=O)O)c3ccc(C)cc3n2)cc1,-11,-15,/,0,0,3,-3
CN(C)Cc1cn(CC[C@H]2CC[C@H](N)[C@@H](CO)O2)nn1,-2,0,-4,0,-4,-9,-5
C[C@@H]1CN([C@@H](C)CO)C(=O)Cc2cc(NC(=O)c3ccncc3)ccc2O[C@H]1CN(C)C(=O)Nc1cccc2ccccc12,0,8,-7,-1,10,15,14
CCCN(Cc1ccccc1)C(=S)NC(=O)c1ccccc1[N+](=O)[O-],2,-9,-1,0,16,-7,9
C[C@H](CO)N1C[C@H](C)[C@@H](CN(C)C(=O)Nc2ccc3c(c2)OCO3)Oc2c(NC(=O)Nc3ccc(C(F)(F)F)cc3)cccc2C1=O,10,0&26,/,0&1,-5&17,-5&-5,6
COc1ccc(N2CC(C(=O)Nc3nnc(SCC(=O)NCc4ccco4)s3)CC2=O)cc1 (stereo not given),0,2,-10,8,6,-9,6
C[C@@H]1CN([C@@H](C)CO)C(=O)Cc2cc(NC(=O)c3ccncc3)ccc2O[C@H]1CN(C)CC1CCCCC1,6,/,/,0,27,-6,6
OCCC1CN(Cc2cccc(O)c2)CCN1CCc1ccccc1 (stereo not given),2,2,1,-4,0,4,6
COc1ccccc1-c1ccc([C@H]2[C@H]3CN(C(=O)NC4CCCC4)CCCCN3[C@H]2CO)cc1,0,19,8,-4,8,-5,0
C[C@@H]1CN([C@H](C)CO)S(=O)(=O)c2ccc(C#CC3(O)CCCC3)cc2O[C@@H]1CN(C)C(=O)c1cccnc1,14,-7,12,2,-2,2,-8
C=CCn1c(SCC(=O)N(CCO)CCO)nc2sc3c(c2c1=O)CCC3,3,-2,16,-9,-5,3,-4
Cc1nnc2ccc(-c3cccc(NC(=O)c4ccc(Br)o4)c3)nn12,-4,9,9,4,8,2,19
Cc1nn(-c2ccc(Cl)cc2)c(Cl)c1/C=C(\C#N)C(N)=O,4,31,4,-5,7,-10,-1
Nc1ccc(Oc2c(Cl)cccc2Cl)nc1,-3,-12,21,2,8,8,-3
CCCC#Cc1ccc2c(c1)O[C@H](CN(C)C(=O)c1ccncc1)[C@@H](C)CN([C@H](C)CO)S2(=O)=O,-1,/,-5,0,-8,-13,/
COCCNC(=O)C[C@H]1CC[C@H](NC(=O)NC2CCCCC2)[C@@H](CO)O1,0,/,14,6,/,1,-7
Cc1cc(C)n2nc(C(=O)NC3CCCc4ccccc43)nc2n1 (stereo not given),0,8,-5,/,-7,0,2
Cc1cc(OCc2cc(C(=O)N(C)Cc3ccccn3)no2)cc(C)c1Cl,-3,-168,-50,-2,-71,19,-1
CCCc1ccc(C(C)NC(=S)NC2CCCCC2)cc1 (stereo not given),-1,8,10,-1,4,-1,1
CN(C)CC#Cc1ccc([C@H]2[C@@H](CO)N3CCCCN(S(=O)(=O)c4ccccc4)C[C@H]23)cc1,-2,-14,-4,-3,9,-24,-5
Cc1ccc(CN2CCN(Cc3ccc(C)s3)CC2CCO)cc1 (stereo not given),0,3,-7,3,9,-1,7
Cc1onc(-c2ccccc2Cl)c1C(=O)N1CCC(C)CC1,14,19,-3,-3,6,5,-1
O=C(C[C@H]1C=C[C@H](NS(=O)(=O)c2ccc(F)cc2)[C@@H](CO)O1)NCCc1ccncc1,2,-16,-8,2,-1,-4,-15
C[C@@H]1CN([C@H](C)CO)C(=O)Cc2cc(NC(=O)Nc3ccc4c(c3)OCO4)ccc2O[C@@H]1CN(C)C(=O)NC1CCCCC1,4,5,0,/,3,5,5
